Compound activity (PubChem BioAssay)
MEKK3 PB1 HTS: modulators of MEKK3-MEK5 PB1 binding, primary screen, biochemical, wildtype MEKK3, multiplex bead flow cytometry, Alexa488-MEK5; Mitogen-activated protein kinase kinase kinase 3 (Homo sapiens), Q99759; bead-based flow cytometry, Alexa488-MEK5 binding to MEKK3; actives lie on both sides; 0 = blocked by unlabeled MEK5, 100 = vehicle; binding response (% of control), % at 10 µM; actives 1.4% (n = 290,000);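 active means binding response more than 3 SD above or below the average of its plate-row segment, actives on both sides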;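 further: Alexa488 bead fluorescence after subtracting the streptavidin-only scavenger bead signal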
Target sequence (Q99759 whole entry, looked up): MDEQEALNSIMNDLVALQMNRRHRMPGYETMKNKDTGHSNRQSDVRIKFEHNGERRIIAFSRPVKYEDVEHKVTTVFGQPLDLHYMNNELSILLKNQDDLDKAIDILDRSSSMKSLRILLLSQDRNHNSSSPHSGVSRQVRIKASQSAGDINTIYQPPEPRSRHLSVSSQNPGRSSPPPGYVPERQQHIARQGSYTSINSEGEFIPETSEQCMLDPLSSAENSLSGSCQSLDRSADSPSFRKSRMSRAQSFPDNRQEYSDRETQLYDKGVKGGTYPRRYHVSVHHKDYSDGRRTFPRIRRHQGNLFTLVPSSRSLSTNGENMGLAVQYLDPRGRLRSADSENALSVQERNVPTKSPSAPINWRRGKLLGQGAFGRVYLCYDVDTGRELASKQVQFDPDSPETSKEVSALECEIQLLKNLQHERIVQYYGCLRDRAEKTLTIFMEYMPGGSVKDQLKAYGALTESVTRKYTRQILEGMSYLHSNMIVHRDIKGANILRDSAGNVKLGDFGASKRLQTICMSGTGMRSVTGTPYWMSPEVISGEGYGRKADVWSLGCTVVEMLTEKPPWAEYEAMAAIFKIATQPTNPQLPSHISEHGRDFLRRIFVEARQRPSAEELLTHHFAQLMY
CRFR2-BP antag: antagonists of CRF-BP/CRF-R2 complex, primary screen, cell-based, HEK293, calcium dye fluorescence, uHTS; CRF-induced calcium fluorescence; inhibition, % at 11.8 µM; actives 0.59% (n = 350,000); AID 588475, 2011;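 active means inhibition of the ligand-induced calcium signal above about 50% at the single tested concentration, limit read from the data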
IDE inh: human IDE inhibitors in live cells, primary screen, fluorescence polarization, HEK cells, FAbetaB substrate | FAbetaB cleavage | actives 0.41% (n = 320,000) | AID 434962, 2010 | Insulin-degrading enzyme (Homo sapiens), P14735 | inhibition, % at 5.59 µM;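 active means percent inhibition above the average of all tested compounds plus 3 SD, set per screening campaign, cut at about 16% in these data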;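 further: IDE supplied by intact live HEK cells; FP after avidin binding of uncleaved biotin substrate so inhibition keeps polarization high; 0% = DMSO wells and 100% = 60 µM reference IDE inhibitor Ii1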
CHRM4 PAM: human M4 muscarinic receptor positive allosteric modulators, primary screen, CHO-K1 cells, Fluo-8 calcium fluorescence. Muscarinic acetylcholine receptor M4 (Homo sapiens), P08173. CHO-K1 hM4/Gqi5, ACh EC20; 0% = ACh EC20, 100% = maximal ACh. activation, % at 3 µM. actives 0.4% (n = 360,000);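 active means activation above its plate's cutoff, the mean activation of sample wells plus 3 SD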; further: some results filed as inactive read as strong as hits
PHOSPHO1 block: PubChem AID 1565 | Phosphoethanolamine/phosphocholine phosphatase (Homo sapiens), Q8TCT1 | inhibition, % at 13.3 µM | recombinant PHOSPHO1, absorbance phosphatase assay | actives 1.1% (n = 290,000); in the data active means inhibition above about 60%
CRFR2-BP ag: agonists of CRF-BP/CRF-R2 complex, primary screen, cell-based, HEK293, calcium dye fluorescence, uHTS | activation, % at 13.2 µM | AID 588473, 2011 | actives 0.46% (n = 350,000) | calcium dye fluorescence (FLIPR); percent of saturating CRF peptide response;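 active means activation of at least 50%, plus an integration ratio under a set limit after plate pattern correction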;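 further: plate controls were neutral control wells without compound for no effect and CRF at EC100 for full effect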
IDE act: human IDE activators in live cells, primary screen, fluorescence polarization, HEK cells, FAbeta-B substrate; FAbeta-B cleavage; 0% vehicle, 100% cell-free pure enzyme wells; AID 493087, 2011; activation, % at 5.96 µM; actives 0.073% (n = 340,000); Insulin-degrading enzyme (Homo sapiens), P14735;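 active means activation above the mean of all tested compounds plus 3 SD, set per screening campaign, cut at about 17% in these data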
GalR3 antag: GalR3 antagonists in HEK293 cells, primary screen, cell-based, fluorescence readout; Galanin receptor type 3 (Homo sapiens), O60755; HEK293 GalR3-CNG cAMP membrane potential fluorescence; galR3 body fused to GalR1 C-terminus; inhibition, % at 3 µM; actives 0.44% (n = 360,000);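 active means inhibition above the screen-wide average plus 3 SD, cut at about 13% in these data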;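 further: forskolin and galanin both at EC90 stimulate the cells; cAMP rise reported by CNG channel membrane potential dye signal; 0% = forskolin plus galanin with DMSO and 100% = forskolin alone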
Target sequence (O60755 1-299 limits assumed): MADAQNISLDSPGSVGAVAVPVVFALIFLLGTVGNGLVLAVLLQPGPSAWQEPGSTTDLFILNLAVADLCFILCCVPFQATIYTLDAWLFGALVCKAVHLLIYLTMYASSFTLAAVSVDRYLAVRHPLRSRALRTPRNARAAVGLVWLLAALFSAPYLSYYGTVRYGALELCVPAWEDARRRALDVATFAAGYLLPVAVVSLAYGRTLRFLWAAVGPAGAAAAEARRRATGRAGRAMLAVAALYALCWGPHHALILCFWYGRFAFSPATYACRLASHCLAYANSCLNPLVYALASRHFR
p-CIP stab down: p/CIP-EGFP fusion destabilizers, primary screen, fluorescence, F442A cells; Q05BA5; 16 h; decrease of EGFP signal, % at 10 µM; actives 0.01% (n = 290,000); AID 1984, 2009;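 active means EGFP signal decrease of at least 30% at 10 µM or well 3 SD below plate mean, unless failing retest; inactive means the rest, including hits failing retest or dose response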; further: some compounds called inactive have numbers as strong as hits; many of its hits are not listed in these tables
Starred values were filed as active, the others as inactive; / = no result given. This is a random part of the collection; about 4.2% have a hit in one of these screens.

SMILES	MEKK3 PB1 HTS	CRFR2-BP antag	IDE inh	CHRM4 PAM	PHOSPHO1 block	CRFR2-BP ag	IDE act	GalR3 antag	p-CIP stab down
O=c1c(Cl)c(NCc2ccco2)cnn1C12CC3CC(CC(C3)C1)C2	92	-18	8	2	-10	1.1	0	-4	12
Cc1cc(NC(=O)CSCC(=O)Nc2nc3c(C)cccc3s2)no1	/	6	0	-6	/	-3.1	4	-4	/
Cc1cc(-c2nnc(CCC(=O)N(CC3CCC3)CC3CCCO3)o2)no1 (configuration not stated)	100	-12	-3	6	34	1.2	-3	-1	-4
CC(=O)C1=C(O)C(=O)N(c2cccc(C(=O)O)c2)C1c1ccc(F)cc1 (configuration not stated)	99	-20	-1	4	-3	1.4	1	2	-8
CC1Cc2ccccc2N1C(=O)c1cnsn1 (configuration not stated)	98	8	-3	-3	-20	-2.8	5	-6	1
Cc1ccc(C)c(NC(=O)CS(=O)(=O)c2c[nH]c3ccccc23)c1	90	29	1	4	11	-1.2	5	-2	2
CCC1(c2ccccc2)NC(=O)N(CC(=O)NNC(=O)CCN2CCN(c3ccccc3)CC2)C1=O (configuration not stated)	/	0	0	7	/	0.8	3	-2	/
CCc1nc(SCC(=O)Nc2nc3c(s2)CCCC3)c2ccccc2n1	104	-7	31*	13	28	1.9	-30	0	-15
CCOC(=O)C(Sc1cc(-c2ccccc2)nc2ncnn12)C(C)=O (configuration not stated)	90	-26	0	7	8	2.2	-3	-5	-8
Cc1cc([N+](=O)[O-])nn1CC(=O)N(C)C1CCCCC1	100	0	6	-2	-7	-1.1	5	-8	2
CC(C)c1ccccc1NC(=O)COc1ccc(C(=O)NCCc2ccccc2)cc1	99	22	-1	-5	-35	-0.9	0	-4	4
CCN(CC(=O)NCc1ccc(F)cc1)C(=O)c1ccc(Cl)cc1	105	-23	-3	-1	40	-0.2	4	-11	-5
CCC(C)(C(=O)NC1CCCCC1)N(C(=O)c1cnccn1)c1c(C)n(C)n(-c2ccccc2)c1=O (configuration not stated)	102	-2	1	11	16	0.8	-3	-4	-1
CCCCNc1nc2ccccc2[nH]1	96	-10	4	-2	31	0.1	2	2	9
O=C(O)c1cc(=O)c2cc(Cl)ccc2o1	109	39	0	4	-13	-5.5	2	4	-22
CCOC(=O)c1cc(-c2csc(Nc3c(C)cc(C)cc3C)n2)on1	88	25	3	-3	36	-2.8	6	-6	-18
O=C(CNc1ccccc1F)N/N=C/C1CC=CCC1 (configuration not stated)	103	8	-2	0	25	-6.7	9	0	-37
Cc1ccc(N2CC(=O)Nc3c(oc4nc(-c5ccccc5)cc(C)c34)C2=O)cc1	102	8	4	-4	27	-2.0	-1	11	0
CC(=O)c1cc(NC(=O)c2ccc(C)cc2)c(=O)oc1C	107	7	9	1	24	-1.5	-1	-5	-22
CCOc1ccc(CCN2C(=O)C3C4CCC(O4)C3C2=O)cc1OCC (configuration not stated)	/	-2	1	3	/	1.0	2	-4	/
COc1ccc2nc3n(c(=O)c2c1)-c1cc2ccccc2cc1C(=O)NC3Cc1ccccc1 (configuration not stated)	/	-2	/	-8	/	7.1	/	-3	/
COc1ccc(NC(=O)C2CC(=O)N/C(=N/NC(=O)c3ccc(Cl)cc3)S2)cc1 (configuration not stated)	107	-14	4	3	-6	-0.5	-1	7	-16
COc1cccc(S(=O)(=O)N(C)C[C@@H]2OCc3cnnn3CCCC(=O)N([C@@H](C)CO)C[C@H]2C)c1	/	-10	/	0	/	0.5	/	-7	/
CC(C)CCn1cnc2c1c(=O)[nH]c(=O)n2Cc1ccccc1	98	-6	-1	-5	26	0.5	1	-9	-7
Cc1cc(NC(=O)COC(=O)c2ccc(S(=O)(=O)C(F)F)cc2)n(-c2ccccc2)n1	/	2	-6	-4	/	0.4	5	-5	/

The list goes on.
SMILES	MEKK3 PB1 HTS	CRFR2-BP antag	IDE inh	CHRM4 PAM	PHOSPHO1 block	CRFR2-BP ag	IDE act	GalR3 antag	p-CIP stab down
CSCCNC(=O)c1cccc(Cl)c1	103	-3	0	13	8	-0.3	4	4	-3
CCN1C(=O)[C@@H]2[C@@H](c3ccc(SC4CCCCC4)c(OC)c3)N3CCC[C@@]3(C(=O)OC)[C@@H]2C1=O	/	13	0	-1	/	-0.3	1	-5	/
CCOC(=O)CNC(=O)CSc1nnnn1-c1ccc(C)c(C)c1	103	2	2	0	-6	-2.4	3	0	-9
c1ccc2c(c1)CNc1ccccc1-2	/	-7	/	-1	/	-3.3	1	-6	/
COc1c(O)ccc2c1CN1CCc3cc4c(cc3C1C2)OCO4 (configuration not stated)	77	26	-6	-2	9	10	1	/	-3
O=C(O)Cc1cc(C(=O)Nc2ccc(Br)cc2)sc1-c1ccccc1	96	/	4	/	4	/	/	/	7
O=S1(=O)CC2N=C(N(Cc3ccc(F)cc3Cl)c3ccccc3F)SC2C1 (configuration not stated)	96	4	0	-5	-24	-1.7	3	-4	-3
CCc1c(O)nc(SCc2nc3ccccc3c(=O)[nH]2)[nH]c1=O	100	-8	0	-5	-15	1.1	3	-5	10
Cc1cc(NC(=O)CSc2nc3ccsc3c(=O)n2NC(=O)c2ccccc2)no1	100	13	-3	-4	21	-1.1	0	-3	-13
CC1(C)NC(=O)N(CC(O)COc2ccccc2C(=O)N2CCCCC2)C1=O (configuration not stated)	103	-7	3	6	-12	1.1	1	-1	4
CCOC(=O)c1c(NC(=O)c2ccccc2C)sc2c1CC(C)(C)OC2	103	4	0	-2	17	-0.6	6	-2	-8
O=C(CCNS(=O)(=O)c1ccccc1F)NCc1ccc2c(c1)OCO2	109	-15	-5	-1	18	1.5	-1	1	-6
CCCCN(CCCNC(=O)C1CCCN(S(=O)(=O)CCC)C1)Cc1ccccc1 (configuration not stated)	105	3	-2	-1	42	-0.7	6	-6	-1
Cc1nn(Cc2ccccc2Cl)c(C)c1NC(=O)Cn1nc([N+](=O)[O-])c(Cl)c1C	102	0	-1	10	-46	0.6	2	-4	-15
NC(=O)NC1NC(=O)NC1=O (configuration not stated)	102	4	2	5	4	-0.6	5	-9	-8
O=C(Nc1c(C(=O)N2CCN(c3ccccn3)CC2)oc2ccccc12)c1cccc([N+](=O)[O-])c1	97	-5	-5	-5	20	1.1	5	-7	-9
C=CCNC(=O)C1CC(=O)N(c2ccc(C)cc2)C1 (configuration not stated)	104	2	2	1	-13	4.6	0	3	0
CCS(=O)(=O)N1CCC(C(=O)NCCc2ccc(OC)c(OC)c2)CC1	106	-29	-2	1	-2	-2.6	-2	-10	-1
COc1ccccc1NC(=O)CSc1nc2ncccc2[nH]1	87	13	2	0	10	2.2	-2	-3	4
Cc1cc(=O)n2nc(N3CCCC(C(=O)NCCCN4C(C)CCCC4C)C3)sc2n1 (configuration not stated)	/	1	/	-4	/	0.6	/	-5	/
COC(=O)c1cc(=O)n(Cc2ccc(OC)c(OC)c2)c(=Nc2ccc(F)cc2)s1	107	15	5	3	-19	-2.4	-1	/	2
CN1CCC(N(C)C(=O)c2sc3cc(F)ccc3c2Cl)CC1	98	-42	2	-5	23	1.2	5	-3	-5
O=C(Nc1nc2ccc(Cl)cc2s1)C1CC1	/	-10	-2	-2	/	-1.3	4	-7	/
COc1ccc(NC(=O)C2(N(CC(C)C)C(=O)Cn3nnnc3N)CCCCC2)cc1	/	4	-1	-4	5	1.0	5	2	-3
COc1ccc(C(=O)N2CCCc3ccccc32)cc1OC	98	18	/	5	16	-1.8	-4	-10	3

Additional records:
SMILES	MEKK3 PB1 HTS	CRFR2-BP antag	IDE inh	CHRM4 PAM	PHOSPHO1 block	CRFR2-BP ag	IDE act	GalR3 antag	p-CIP stab down
Cc1ccc(N(CC(=O)NCc2ccc(F)cc2)S(=O)(=O)c2c(C)n[nH]c2C)cc1	105	4	2	5	12	6.9	-3	2	-11
NC(=O)c1ccc[n+](Cc2ccccc2)c1	102	11	6	12	-4	-1.1	-6	-6	-2
Clc1ccc(-c2csc(N3CCN(c4ccccc4)CC3)n2)cc1	103	4	9	7	7	-1.2	4	-3	-1
Cc1c(Cl)cccc1NC(=S)N1CCCCCC1	96	-14	0	5	-4	2.6	-4	0	12
Cc1cccc(OCC(=O)N2CCC(N3CCCCCC3)CC2)c1	107	22	4	-7	34	-0.8	2	2	6
CCOC(=O)C/C(N)=N/NC(=O)c1ccc(Cl)cc1Cl	106	21	4	4	33	0.5	-2	-2	10
O=C(COc1ccccc1)NC1CCCCCCC1	96	-3	6	-1	3	-0.9	1	-3	-4
CCCCC(=O)Nc1nnc(S(=O)(=O)N(C)Cc2ccco2)s1	97	9	1	3	36	2.2	6	-7	0
O=C(c1ccc(S(=O)(=O)N2CCOCC2)cc1)N1CCN(c2ccccn2)CC1	105	16	0	0	14	-2.4	5	0	-18
O=C(Nc1ccc(F)cc1F)Nc1csc2ccccc12	104	-1	-1	-13	16	-1.1	/	1	-4
CCOC(=O)Nc1ccc2c(c1)OCO2	98	8	2	0	-19	-0.2	1	-8	-6
CCN(CC)C(=O)CSc1nnc(-c2ccccc2)c(-c2ccccc2)n1	92	11	5	-5	10	1.4	1	-12	-10
CC(=O)c1c(C)[nH]c(C(=O)Nc2nccs2)c1C	96	-11	-8	-3	-10	-3.0	5	-4	3
O=C(Nc1c2c(nc3ccccc13)CCCC2)c1ccccc1Cl	108	6	1	-3	-19	0.1	-2	-6	-5
O=C(CCc1nc2ccccc2s1)OCC(=O)N1CCN(C(=O)c2ccco2)CC1	102	-1	7	-1	-10	-0.6	6	-5	0
CC(C)C[C@H](NC(=O)N1c2ccccc2NC(=O)[C@@H]1C(C)C)C(=O)N1CCC[C@@H]1C(=O)O	98	17	-3	16	40	-1.9	2	-4	-1
COc1ccc2[nH]c(=O)c(CN(CC3CCCO3)S(=O)(=O)c3ccccc3F)cc2c1 (configuration not stated)	92	-2	3	-9	19	0.0	7	-8	-8
Cc1nn(CC(=O)Nc2ccc(S(N)(=O)=O)cc2)c(=O)c2ccccc12	102	1	1	-1	24	-0.6	-2	-1	1
CSc1ccccc1-c1nnc(NC(=O)Cc2ccccc2)o1	102	-9	3	-2	18	-2.2	3	-7	-2
O=C(c1cc2ccccc2o1)N1CCN(S(=O)(=O)c2ccc(F)c(F)c2F)CC1	/	8	-2	4	/	1.3	1	-6	/
Cn1c(CC(=O)Nc2ccccc2C(F)(F)F)c(Sc2ccccc2)c2ccccc21	99	-14	1	-3	4	1.3	3	-4	-2
Cc1ccccc1-c1nc(CS(=O)(=O)CC(=O)NCCCN2C(C)CCCC2C)c(C)o1 (configuration not stated)	97	4	1	-4	-10	-5.6	5	/	0
Cc1nc(-c2ccc(C(=O)Nc3ccc(F)cc3)cc2)cs1	97	-17	4	-3	21	4.6	3	10	-25
CCOc1ccc(NC(=O)Cc2c(O)c3ccccc3[nH]c2=O)cc1	100	-6	-2	12	-6	-1.3	4	-2	-6
O=C(Nc1cccc(-c2cnc3ccccc3n2)c1)c1ccccc1	100	28	0	4	5	-2.3	1	-3	10
c1ccc(C2=NC(c3ccccc3)CC2)cc1 (configuration not stated)	/	35	/	8	/	-2.7	/	-1	/
